GluA2 TARP mod = modulators of GluA2-stargazin AMPA receptor complexes, primary screen, cell-based, membrane potential dye; HEK293 GluA2+stargazin, membrane potential dye (FDSS), glutamate EC50; hits were called plate by plate, in both directions; 3.5% of 40,000 active; Voltage-dependent calcium channel gamma-2 subunit (Mus musculus) + Glutamate receptor 2 …; calls only at 30 µM;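 active means any of four per-well response measures lying three or more SD from its plate-wide compound average, in either direction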
Target sequence (O88602 whole entry, looked up): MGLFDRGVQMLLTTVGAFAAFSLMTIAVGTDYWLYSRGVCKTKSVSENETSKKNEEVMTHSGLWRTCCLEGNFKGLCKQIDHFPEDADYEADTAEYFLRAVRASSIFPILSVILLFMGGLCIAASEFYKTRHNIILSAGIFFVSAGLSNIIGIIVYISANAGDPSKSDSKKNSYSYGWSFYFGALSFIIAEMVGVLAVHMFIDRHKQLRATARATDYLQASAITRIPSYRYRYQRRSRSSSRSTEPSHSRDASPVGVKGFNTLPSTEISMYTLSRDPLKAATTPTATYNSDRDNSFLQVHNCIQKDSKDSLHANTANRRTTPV
Target sequence (P19491 whole entry, looked up): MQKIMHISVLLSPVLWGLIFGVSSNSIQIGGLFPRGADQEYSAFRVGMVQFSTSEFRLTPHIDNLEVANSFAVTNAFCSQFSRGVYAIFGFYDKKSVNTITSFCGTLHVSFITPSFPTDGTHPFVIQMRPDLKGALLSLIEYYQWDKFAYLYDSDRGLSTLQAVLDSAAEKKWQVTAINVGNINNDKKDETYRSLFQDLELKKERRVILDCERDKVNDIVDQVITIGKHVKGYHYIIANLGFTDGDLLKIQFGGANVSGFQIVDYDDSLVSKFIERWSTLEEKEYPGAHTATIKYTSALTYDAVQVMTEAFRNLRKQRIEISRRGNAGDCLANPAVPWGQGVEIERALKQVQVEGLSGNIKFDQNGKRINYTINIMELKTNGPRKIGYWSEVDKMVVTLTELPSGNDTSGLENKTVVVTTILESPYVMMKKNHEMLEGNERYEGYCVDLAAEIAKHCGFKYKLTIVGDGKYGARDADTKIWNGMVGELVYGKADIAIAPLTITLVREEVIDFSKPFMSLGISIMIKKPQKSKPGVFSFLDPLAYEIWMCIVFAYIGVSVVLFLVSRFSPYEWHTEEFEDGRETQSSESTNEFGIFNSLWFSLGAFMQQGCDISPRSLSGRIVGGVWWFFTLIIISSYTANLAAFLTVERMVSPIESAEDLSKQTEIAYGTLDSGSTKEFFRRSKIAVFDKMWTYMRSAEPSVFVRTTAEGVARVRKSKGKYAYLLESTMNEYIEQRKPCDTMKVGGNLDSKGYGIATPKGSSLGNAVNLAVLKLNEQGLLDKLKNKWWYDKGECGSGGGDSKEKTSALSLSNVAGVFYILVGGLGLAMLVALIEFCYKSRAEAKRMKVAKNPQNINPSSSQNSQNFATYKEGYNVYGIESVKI
GluA2 TARP mod agonism max-min = also measured in GluA2 TARP mod; calls as there; compound max-min signal; compound-alone response (agonism);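 unitless range of fluorescence divided by baseline over first 100 seconds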
GluA2 TARP mod glutamate slope = second read-out of GluA2 TARP mod, no call of its own (marks repeat the call); glutamate slope, % of max; measured here: glutamate response slope, % max;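 scaled per plate between vehicle wells and maximal 1 mM glutamate control wells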
* marks the source's active call; other numbers are inactive results; i = inactive; + = active, no number; & = joins results of further samples. Not all compounds are listed. The share of hits here may be higher or lower than overall.

entry	Molecule	GluA2 TARP mod	GluA2 TARP mod agonism max-min	GluA2 TARP mod glutamate slope
1	N#Cc1nc(-c2ccc(S(=O)(=O)N3CCCCCC3)cc2)oc1NCCN1CCOCC1	i	0.14	87
2	COCCn1c(-n2nc(C)cc2C)nc2c1c(=O)n(Cc1ccc(F)cc1)c(=O)n2C	i	0.048	49
3	CC(=O)Nc1ccc(NC(=O)c2nnn(-c3ccccc3)c2C)cc1	i	0.075&0.038	34&100
4	COc1ccc(S(=O)(=O)N2CCN=C2SCc2cccc(F)c2)cc1	i	0.071	64
5	COc1cc(NC(=O)c2cccc3c(Br)cccc23)ccc1NC(=O)C(C)C	i	0.051	30
6	O=C(NCCc1ccccc1)C(=O)Nc1ccc(N2CCCCS2(=O)=O)cc1	i	0.098	78
7	O=C(Nc1ccc(N2CCCC2=O)cc1)c1cccc([N+](=O)[O-])c1	i	0.13	51
8	COc1cc(C(=O)NCC2(c3cccs3)CCCC2)cc(OC)c1OC	i	0.069	54
9	CCOC(=O)c1c(SCC(=O)Nc2cc(C)ccc2OC)nc(=O)[nH]c1C	i	0.11	60
10	CCCCOc1cccc(C(=O)Nc2ccc3scnc3c2)c1	i	0.057	50
11	Cn1c(C(F)(F)F)nn(CCNC(=O)c2ccc(S(=O)(=O)N3CCCC3)cc2)c1=O	i	0.078	57
12	O=C(c1c(F)cccc1Cl)N1CCN(c2nccn2-c2cccc(Cl)c2)CC1	i	0.087	43
13	O=C(CSc1ccc(NC(=O)c2ccccc2)nn1)Nc1ccc2c(c1)OCCO2	i	0.023	42
14	COc1ccc(CCNC(=O)CCCCn2c(=O)[nH]c3ccccc3c2=O)cc1OC	i	0.053	57
15	COc1ccc(C2C(C#N)=C(SCC(C)C)NC3=C2C(=O)CC(C)(C)C3)cc1OC (centres undefined)	i	0.061	61
16	O=C(N1CCOCC1)N1CCN(c2cc(Cl)ccc2Cl)CC1	i	0.025	53
17	COC(=O)C12CC3CC(CC(NC(=O)CCn4cnc5ccccc5c4=O)(C3)C1)C2	i	0.14	71
18	CC(C)C(NC(=O)c1cccs1)C(=O)Nc1nccs1 (centres undefined)	i	0.15	85
19	CCOc1ccc(NC(=O)C(=O)NCC2CCN(Cc3ccco3)CC2)cc1	i	0.069	56
20	Cc1cccc(N2C(=O)C(Cl)=C(Nc3ccc(S(N)(=O)=O)cc3)C2=O)c1C	i	0.11	36
21	COc1cccc(OC)c1C(=O)Nc1ccc2c(c1)N(C(=O)C(C)(C)C)CC2	i	0.029	29
22	COc1ccc(NS(=O)(=O)c2cccs2)cc1N1CCCC1=O	i	0.087	50
23	COc1cn(CC(=O)Nc2ccc(NC(C)=O)cc2)c(CSc2ccccc2)cc1=O	i	0.086	42
24	c1ccc(N2CC[N+]3(CCCC3)CC2)nc1	i	0.1	69
25	COc1ccc(Cl)cc1NC(=O)N1CC2CC1C(=O)O2 (centres undefined)	i	0.12	65
26	CC(C(=O)Nc1ccc(Br)cc1)N1C(=O)c2ccccc2S1(=O)=O (centres undefined)	i	0.11	51
27	O=C(NCC1CCN(C(=O)/C=C/c2ccco2)CC1)C(=O)Nc1ccon1	i	0.1	59
28	COC(=O)C1=C(CS(=O)(=O)c2ccccc2)NC(=O)NC1c1ccccc1Cl (centres undefined)	i	0.043	51
29	Cc1ccc(N2C(=O)CCS2(=O)=O)cc1S(=O)(=O)N1c2ccccc2CC1C (centres undefined)	i	0.1	54
30	COc1c2occc2c(OC)c2c(=O)cc(C(F)(F)C(F)F)oc12	i	0.092	33

Exported with each value named: 3 of the compounds above.
(11) Cn1c(C(F)(F)F)nn(CCNC(=O)c2ccc(S(=O)(=O)N3CCCC3)cc2)c1=O
- GluA2 TARP mod: i
- GluA2 TARP mod agonism max-min: 0.078
- GluA2 TARP mod glutamate slope: 57

(12) O=C(c1c(F)cccc1Cl)N1CCN(c2nccn2-c2cccc(Cl)c2)CC1
- GluA2 TARP mod: i
- GluA2 TARP mod agonism max-min: 0.087
- GluA2 TARP mod glutamate slope: 43

(13) O=C(CSc1ccc(NC(=O)c2ccccc2)nn1)Nc1ccc2c(c1)OCCO2
- GluA2 TARP mod: i
- GluA2 TARP mod agonism max-min: 0.023
- GluA2 TARP mod glutamate slope: 42

Continued.
entry	Molecule	GluA2 TARP mod	GluA2 TARP mod agonism max-min	GluA2 TARP mod glutamate slope
31	CC(C)(C)c1csc(CN2CCN(S(=O)(=O)c3ccc(F)cc3F)CC2)n1	i	0.16	46
32	O=C(CSc1nc2c(c(=O)[nH]1)CN(Cc1ccc3c(c1)OCO3)CC2)Nc1cc(F)ccc1F	i	0.079	72
33	N#Cc1ccc(Cl)cc1NC(=O)C(=O)NCC1(c2ccccc2)CCOCC1	i	0.14	56
34	CCOc1ccccc1NC(=O)/C=C/c1ccc(OC)cc1OC	i	0.076	85
35	CCNc1nn(CC(=O)Nc2cc(C)ccc2OC)c(N)c1-c1nc(-c2ccc(Cl)cc2)no1	i	0.1	62
36	Cc1ccc(C)c(S(=O)(=O)N2CCCCC2CCNC(=O)C(=O)NC2CC2)c1 (centres undefined)	i	0.065	68
37	O=C(NCCC1=CCCCC1)C(=O)NCC1CCN(Cc2ccccc2)CC1	i	0.064	66
38	CCc1ccccc1NC(=O)NCCNc1nc(C)cc(N(C)C)n1	i	0.15	66
39	O=C(Nc1cccc([N+](=O)[O-])c1)c1ccc(=O)[nH]n1	i	0.035	40
40	CC(C)Oc1ccc(C(=O)NCC(c2cccc3ccccc23)N2CCOCC2)cc1 (centres undefined)	i	0.027	50
41	Cn1cc(C(=O)N2CCOCC2)cc(NC(=O)C2CCCCC2)c1=O	i	0.065	61
42	Cc1ccc([N+](=O)[O-])cc1NC(=O)c1ccc(=O)n(Cc2ccccc2F)c1	i	0.089	55
43	Cc1oc(-c2ccc(Cl)cc2)nc1COC(=O)c1nnn(-c2ccc(F)cc2)c1C	i	0.06	81
44	Cc1ccc(NC(=S)NC(=O)c2ccc(F)cc2)nc1	i	0.099	52
45	CCS(=O)(=O)c1ccc(CC(=O)Nc2nnc(-c3cccnc3)o2)cc1	i	0.085	47
46	Cc1ccnc(SC2CC(=O)N(c3ccc(-c4ccccc4)cc3)C2=O)n1 (centres undefined)	i	0.076	44
47	Cc1ccccc1-c1ccc(N2CCN(C(=O)Cn3c(=O)oc4ccccc43)CC2)nn1	i	0.023	37
48	Cc1c(Cl)ccc2sc(N(CCN3CCOCC3)C(=O)c3ccc4c(c3)OCCO4)nc12	i	0.12	64
49	COc1ccc(C(=O)Nc2ccc3c(c2)CCCN3S(=O)(=O)c2ccc(OC)cc2)cc1	i	0.12	62
50	O=C(Nc1cccc(Cl)c1)Nc1cccc(-c2ccc3nncn3n2)c1	i	0.05	39
51	COC(=O)NCC1CCN(C(=O)/C=C/c2ccco2)CC1	i	0.095	60
52	O=S(=O)(c1ccccc1)N1CCN(Cc2nc(-c3ccccc3)cs2)CC1	i	0.11	66
53	COc1cn(CC(=O)Nc2cccc3ccccc23)c(CSc2nnnn2C)cc1=O	i	0.047	39
54	CC(=O)N1CCc2c(sc(NC(=O)c3nc4ccccc4s3)c2-c2nc3ccccc3s2)C1	i	0.13	74
55	CN1CCN(Cc2ccc(NC(=O)Nc3cccc(Cl)c3)cc2)CC1	i	0.07	42
56	O=C(NC1CC(=O)N(c2cccc(F)c2)C1)c1ccccc1C(F)(F)F (centres undefined)	i	0.051	60
57	CC(C)N(CC#CCNS(=O)(=O)c1ccc(OC(F)(F)F)cc1)C(C)C	+	0.16*	54*
58	CC(C)OCCCNC(=O)C(=O)NCc1ccc(F)cc1	i	0.13	49
59	O=C(Nc1sc2c(c1-c1nc3ccccc3s1)CCCC2)c1ccc(Cl)cc1	i	0.063	32
60	COC(=O)c1ccc2c(=O)n(CC(=O)NCCc3ccc(S(N)(=O)=O)cc3)c(=S)[nH]c2c1	i	0.059	73

Entries of single compounds as entered above.
Entry for O=S(=O)(c1ccccc1)N1CCN(Cc2nc(-c3ccccc3)cs2)CC1 = GluA2 TARP mod = i; GluA2 TARP mod agonism max-min = 0.11; GluA2 TARP mod glutamate slope = 66
Entry for COc1ccc(S(=O)(=O)N2CCN=C2SCc2cccc(F)c2)cc1 = GluA2 TARP mod = i; GluA2 TARP mod agonism max-min = 0.071; GluA2 TARP mod glutamate slope = 64

Back to the main list, starting 6 compounds before the break.
entry	Molecule	GluA2 TARP mod	GluA2 TARP mod agonism max-min	GluA2 TARP mod glutamate slope
55	CN1CCN(Cc2ccc(NC(=O)Nc3cccc(Cl)c3)cc2)CC1	i	0.07	42
56	O=C(NC1CC(=O)N(c2cccc(F)c2)C1)c1ccccc1C(F)(F)F (centres undefined)	i	0.051	60
57	CC(C)N(CC#CCNS(=O)(=O)c1ccc(OC(F)(F)F)cc1)C(C)C	+	0.16*	54*
58	CC(C)OCCCNC(=O)C(=O)NCc1ccc(F)cc1	i	0.13	49
59	O=C(Nc1sc2c(c1-c1nc3ccccc3s1)CCCC2)c1ccc(Cl)cc1	i	0.063	32
60	COC(=O)c1ccc2c(=O)n(CC(=O)NCCc3ccc(S(N)(=O)=O)cc3)c(=S)[nH]c2c1	i	0.059	73
61	Cc1cc(C)c2c(n1)nn1c(NCCOCCO)cc(C)nc21	+	0.33*	64*
62	OC(COc1ccc2ccccc2c1)CN1CCN(c2ccccc2F)CC1 (centres undefined)	i	0.095	52
63	CS(=O)(=O)N1CCCc2ccc(NC(=O)C(=O)NCC3CCN(c4cnccn4)CC3)cc21	i	0.15	67
64	O=C(Nn1cnc2c(cnn2-c2ccccc2)c1=O)C1c2ccccc2Oc2ccccc21	i	0.085	68
65	Cc1ccc(S(=O)(=O)N2CCN(CCNC(=O)Cc3ccc(F)cc3)CC2)cc1	i	0.05	1
66	Cc1cc(F)ccc1S(=O)(=O)N1CCCCC1CCNC(=O)C(=O)NCCN(C)C (centres undefined)	i	0.085	61
67	CC(=O)c1ccc(NC(=O)CN2C(=O)CC(c3ccccc3)=Nc3ccccc32)cc1	i	0.094	51
68	CC1CCCN(S(=O)(=O)c2cc(Br)ccc2Br)C1 (centres undefined)	i	0.053	59
69	CCc1nc2sc(C(c3ccc(C(F)(F)F)cc3)N3CCCC3)c(O)n2n1 (centres undefined)	i	0.12	56
70	CCOC(=O)Cc1csc(NC(=O)Cc2c(C)nn(C3CCS(=O)(=O)C3)c2C)n1 (centres undefined)	i	0.13	55
71	O=C(NCC1CCN(C(=O)/C=C/c2ccco2)CC1)c1ccc2nsnc2c1	i	0.072	50
72	COC(=O)c1ccc2c(=O)n(Cc3ccc(OC)c(OC)c3)c(=S)[nH]c2c1	i	0.079	51
73	CC(C)NCC(O)CON=C1c2ccccc2-c2ccccc21 (centres undefined)	i	0.058	52
74	CCCCCn1c(=O)c2c(nc3n2CC(C)CN3c2cc(C)ccc2OC)n(C)c1=O (centres undefined)	i	0.062	46
75	CCOc1ccc(N2C(=O)S/C(=C\C=C\c3ccco3)C2=O)cc1	i	0.048	51
76	Cc1cc(NC(C)C)n2ncc(-c3ccc(Cl)cc3)c2n1	i	0.15	57
77	O=C(NCCSCc1ccccc1)c1ccc(Cn2c(=O)[nH]c3ccccc3c2=O)cc1	i	0.096	55
78	CCn1c(=O)c(C(=O)NCc2ccc(C)cc2)cc2cccnc21	i	0.051	53
79	Cc1ccc2nc(NC(=O)C(C)N3C(=O)c4ccccc4S3(=O)=O)sc2c1 (centres undefined)	i	0.12	57
80	O=C(Cc1cc(-c2ccc3c(c2)OCO3)on1)NCc1cccs1	i	0.033	43
81	COc1cccc(CNC(=O)Cc2csc(Nc3cc(OC)ccc3OC)n2)c1	i	0.11	67
82	COCCCN1COc2ccc3c(=O)c(-c4ccc(Cl)cc4)c(C)oc3c2C1	i	0.099	50
83	COc1ccc(-c2ccc(=O)n(CCCC(=O)NCc3cccs3)n2)cc1OC	i	0.073	38
84	Cc1c(Cl)ccc2sc(N3CCN(C(=O)c4ccn(C)n4)CC3)nc12	i	0.13	36
85	COc1ccc(C(=O)Nc2ccc(S(=O)(=O)N3CCCCCC3)cc2)cc1	i	0.1	49
86	O=C(Nc1ccc(Oc2ccccc2)cc1)C(=O)Nc1cccc([N+](=O)[O-])c1	i	0.13	68
87	COC(=O)c1ccc(C(=O)NCC2CCN(S(C)(=O)=O)CC2)cc1	i	0.068	40
88	COc1cccc2cc(C(=O)NCC(O)(c3ccccc3)C(F)(F)F)oc12 (centres undefined)	i	0.17	55
89	CCOC(=O)CCC(=O)N1CCN(CCNC(=O)c2ccsc2)CC1	i	0.12	49
90	CC(O)(CNS(=O)(=O)c1ccc(Br)cc1)C1CC1 (centres undefined)	i	0.13	62

Later entries
entry	Molecule	GluA2 TARP mod	GluA2 TARP mod agonism max-min	GluA2 TARP mod glutamate slope
91	COc1ccc(Cl)cc1NC(=O)Nc1cc(N2CCCS2(=O)=O)ccc1C	i	0.096	49
92	O=C(Nc1nc(CC(=O)N2CCN(c3ncccn3)CC2)cs1)c1ccc(=O)[nH]c1	i	0.042	32
93	Cc1cc(NC(=O)CN2CCC(COCc3ccccc3)CC2)no1	i	0.059	59
94	CCN(CC)CCCN1C(=O)C(=O)/C(=C(/O)c2ccc(OC)cc2)C1c1ccccn1 (centres undefined)	i	0.11	58
95	Cc1nnc(NC(=O)Cn2nc(-c3ccc4c(c3)OCO4)ccc2=O)s1	i	0.08	49
96	COCc1cnc2c(c1SCc1ccc(Br)cc1)c(=O)n(C)c(=O)n2C	i	0.034	47
97	Cc1cccn2c(=O)c3cc(C(=O)Nc4c(C)n(C)n(-c5ccccc5)c4=O)n(C)c3nc12	i	0.11	58
98	COc1ccccc1OCC(=O)Nn1cnc2c(cnn2C(C)(C)C)c1=O	i	0.031	41
99	COc1ccccc1C(=O)Nc1ccc(N2CCN(C(=O)c3ccccc3C)CC2)cc1	i	0.09	7

Source: PubChem (Vanderbilt High Throughput Screening Facility)
